# S3 lipid droplet: qHTS Assay for Lipid Storage Modulators in Drosophila S3 Cells; hit rate 0.64% among 320,000; lipid storage change, negative = inhibition, % at the top dose, mostly 46.1 µM; hits show Potency in µM; Drosophila S3 cells, BODIPY lipid droplet fluorescence, 18-24 h; cells fed with added oleic acid; active = well fitted inhibition curve with a large enough effect in the signal ratio, with a control signal flat, not every such curve was filed as active; inconclusive = small, poorly fitted or top-dose-only effect, or effect the other way, or a change in a side signal; the % refers to the signal ratio
#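 Laser-scanning cytometry quantifies lipid droplet accumulation (500–530 nm total intensity; droplet/cell object ratio) in oleic acid-fed (400 uM added) Drosophila S3 cells treated with a concentration series. 20 uM Triacsin C defined 100% inhibition.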
# S3 lipid droplet cell count max: further read-out of S3 lipid droplet, marked with its call; cell number change, %; measured here: cell count max response;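 cells counted by Cell Tracker Red CMTPX staining in the red channel; peak over a dose series mostly up to 46.1 µM; percent activity relative to internal control wells on each plate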
# Active calls of the source: *; i = inactive; ? = inconclusive; / = no result given. % is scaled to controls: 0 for no effect and ±100 for the full control effect; potency is read from the fitted curve at half-maximal effect. A portion of the library. The share of hits here may be higher or lower than overall.
cpd | structure | S3 lipid droplet cell count max | S3 lipid droplet
1 | CCOC(=O)Nc1c(Cl)n(C)c(=O)n(C)c1=O | -3 | i
2 | Oc1ccc(N2CCN(Cc3cc4c(cc3Br)OCCO4)CC2)cc1 | / | ?
3 | Cc1ccc(C(=O)NCC(=O)OCCOc2ccccc2Cl)cc1 | / | ?
4 | CCOC(=O)CNC(=O)CSc1nnnn1-c1ccc(C)c(C)c1 | / | ?
5 | COc1ccc(NC(=O)Nc2ccc(Cc3ccncc3)cc2)c(OC)c1 | / | ?
6 | COc1cc(C)c(Cl)cc1S(=O)(=O)n1cnc(C)c1 | / | ?
7 | Cc1cc(NC(=O)CCCn2cnc([N+](=O)[O-])n2)no1 | 1 | -4%
8 | Cc1ccc(S(=O)(=O)NCc2ccccc2)cc1C(=O)NCCc1ccc(S(N)(=O)=O)cc1 | / | ?
9 | Cc1ccc2cc(CN(Cc3ccc4c(c3)OCO4)Cc3nnnn3Cc3ccco3)c(=O)[nH]c2c1 | 1 | i
10 | O=C(COC(=O)c1cc2c(s1)CCCC2)NCc1ccccc1Cl | / | ?
11 | COc1cccc(/C=N/NC(=O)C(C)Sc2ccccc2)c1 (configuration not stated) | 14 | 4%
12 | O=c1c2cccnc2n(-c2ccccc2)n1Cc1ccc(Cl)cc1 | / | ?
13 | COc1ccc(CCNC(=O)CSc2ncn[nH]2)cc1 | / | i
14 | Cc1cccc(C)c1NC(=O)C1=C(O)c2ccccc2N(C)S1(=O)=O | 13 | -1%
15 | Cn1nnnc1SCC(=O)Nc1ccc(Br)cc1Cl | 5 | 6%
16 | C#CC(=O)N(c1cc(OC)ccc1OC)C(C(=O)NC1CCCC1)c1cccs1 (configuration not stated) | / | ?
17 | CCc1ccccc1NC(=O)Cn1nc(C(F)(F)F)c2c1CCC2 | 13 | -1%
18 | CN(C)C(=S)c1ccc2ccccc2n1 | -7 | -2%
19 | C#CCn1c(O)c(N=NC(=O)CNC(=O)/C=C/c2ccccc2)c2ccccc21 | / | ?
20 | Cc1ccc(S(=O)(=O)N(CC(=O)N2CCCCC2)c2cccc(C)c2)cc1 | -22 | -6%
21 | COc1ccc(Cl)cc1NC(=O)C/C(C)=N/NC(=O)CC#N | / | ?
22 | CCCCCCN(C(=O)CCl)c1ccccc1 | / | ?
23 | COc1ccccc1NC(=O)CSc1nnc(-c2ccccn2)n1Cc1ccco1 | -27 | 12%
24 | COc1ccc(-c2csc(NC(=O)CS(=O)(=O)c3ccc(F)cc3)n2)cc1OC | / | ?
25 | Cc1ccc(-c2cc(C(=O)Nc3cccc(S(=O)(=O)N(C)C)c3)c3ccccc3n2)o1 | / | ?
26 | O=C(NC1CCCc2ccccc21)c1ccc([N+](=O)[O-])cc1 (configuration not stated) | / | ?
27 | CC(C(=O)Nc1ccccn1)N1C(=O)C2C3C=CC(C3)C2C1=O (configuration not stated) | / | ?
28 | COc1ccccc1-c1n[nH]c(=S)n1Cc1ccccc1 | 20 | 15%
29 | CC(C)NC(=S)N1CCN(Cc2ccc3c(c2)OCO3)CC1 | / | ?
30 | O=C(CSc1ccccc1)Nc1nnc(C2CC2)s1 | 6 | -5%
31 | CC(C)CN(CC(C)C)C(=O)CS(=O)(=O)Cc1ccccc1 | / | ?
32 | COc1cc(NC(=S)N2CCOCC2)c(OC)cc1Cl | 17 | 3%
33 | O=S1(=O)N=C2CCCCCN2C(c2ccc(Cl)cc2)N1 (configuration not stated) | -5 | -8%
34 | Cc1sc2ncnc(N3CCC(C(=O)Oc4cccc(Cl)c4Cl)CC3)c2c1C | / | ?
35 | CCCNC(=O)NC1C(NC(=O)NCCC)N(C)C(=O)N1C (configuration not stated) | -95 | -11%
36 | CCCCn1c(SCc2nc3ccccc3s2)nc2ccccc2c1=O | / | ?
37 | COc1ccc(-c2nnc3ccc(SCc4ccccc4)nn23)cc1 | -6 | -2%
38 | c1ccc(CC[C@@H]2CC[C@@H](CCc3ccccc3)N2)cc1 | / | ?
39 | N#Cc1ccc(OCC(=O)Nc2ccc(N3CCCC3)cc2)cc1 | / | ?
40 | Cc1nc(-c2ccc(Cl)cc2)sc1C(=O)NNC(=O)C(C)C | / | ?
41 | CCCCn1c(N)c(N(CC(C)C)C(=O)c2ccc(Br)s2)c(=O)[nH]c1=O | / | ?
42 | CCN(Cc1ccccc1)C(c1ccc(Cl)cc1)c1nnnn1C(C)(C)C (configuration not stated) | -6 | -1%
43 | COc1ccc([C@H]2CC(=O)C=C(c3ccc(Cl)cc3C)C2)cc1 | / | ?
44 | CCCCCn1c(CNC(=O)COC)nc2ccccc21 | / | i
45 | CC1CC1C(=O)OCC(=O)NCc1ccccc1Cl (configuration not stated) | -18* | 33µM*
46 | O=C1c2ccccc2C(=O)N1CCC(c1ccc(F)cc1)c1ccco1 (configuration not stated) | / | ?
47 | CCOc1ccc(Oc2c(/C=N/NC(=O)COc3ccccc3OC)c(C)nn2-c2ccccc2)cc1 | / | ?
48 | O=C(OCc1c(-c2ccccc2)ncc2ccccc12)c1ccc(Br)cc1 | / | ?
49 | Cn1cc(C(=O)c2cccc(Cl)c2Cl)cc1C(=O)O | 2 | 21%
50 | CC1C(=O)N2CCCc3cc(S(=O)(=O)NCc4ccc(Cl)cc4)cc1c32 (configuration not stated) | / | ?
51 | CC(C)CC(=O)NC(=S)NCCc1ccccc1 | -14 | -2%
52 | CC(=O)N1CCN(c2ccc(Nc3ncnc4c3oc3ccccc34)cc2)CC1 | / | ?
53 | COc1cccc(NC(=O)CN(C)C(=O)Cn2[nH]c(=O)c3ccccc3c2=O)c1 | / | ?
54 | Cc1cc([N+](=O)[O-])ccc1NC(=O)c1cccc(NC(=O)C(C)C)c1 | / | -13%
55 | CCc1nnc(NC(=O)CC23CC4CC(CC(C4)C2)C3)s1 | / | ?
56 | Cc1ccc(/C=N/N2CCN(Cc3ccc(Cl)cc3)CC2)o1 | -7 | -2%
57 | Cn1nc([N+](=O)[O-])nc1Sc1nnnn1-c1ccc(C(=O)O)cc1 | 8 | -14%
58 | CCOc1c(OC(C)=O)ccc(/C=C/c2ccc3cccc(OC)c3n2)c1[N+](=O)[O-] | / | ?
59 | O=C(CCc1ccccc1)Nc1ccc(Cl)cn1 | / | ?
60 | CC1CCCCC1NC(=O)c1nn(C)c2c1CS(=O)(=O)c1ccccc1-2 (configuration not stated) | / | ?

# Next compounds:
cpd | structure | S3 lipid droplet cell count max | S3 lipid droplet
61 | N#Cc1ccc(NC(=O)Nc2ccc(Cl)cc2)cc1 | / | ?
62 | CC(=O)c1cccc(NC(=O)C2CCN(S(=O)(=O)c3ccc(C)cc3)CC2)c1 | 5 | 4%
63 | Cc1cccc(C)c1OCC(C)N (configuration not stated) | 8 | 9%
64 | CCOC(=O)c1c(NC(=O)OC)sc2c1CCC2 | / | ?
65 | Cc1ccc2nc3c(cc2c1)c(NC(=O)C(C)(C)C)nn3CC(C)C | -12 | 0%
66 | Cc1ccc(N2CCCCn3c2nc2c3c(=O)[nH]c(=O)n2C)cc1 | / | ?
67 | CCCNC(=S)N1CCN(C)CC1 | / | ?
68 | COc1ccccc1-c1cc(C(F)(F)F)nc(N2CCN(c3ccccc3)CC2)n1 | 25 | -4%
69 | COc1ccc(Cl)cc1N(CC(=O)N(C)C)S(=O)(=O)c1ccc(C)c([N+](=O)[O-])c1 | / | ?
70 | CCN(CC)S(=O)(=O)c1ccc(N2CCOCC2)c(NC(=S)NC(=O)c2ccco2)c1 | -8 | -7%
71 | O=C(Nc1ccccc1N1CCCC1)c1cccnc1Cl | 14 | 10%
72 | CNC[C@@H](Cc1ccccc1)NC[C@@H](CC1CCCCC1)NCCCc1ccccc1 | / | ?
73 | O=C(NCCN1CCCCC1)c1ccc2c(c1)OCCO2 | 3 | 2%
74 | Cc1nnc(NC(=O)CSc2nc(C(C)C)nc3sc(C)c(C)c23)s1 | / | ?
75 | Cc1nc(C(=O)NNC(=O)Nc2ccc(Cl)cc2)cs1 | 22 | 3%
76 | Cc1nnc(SCc2ccccc2)nc1/C=C/NOCc1ccc(Cl)cc1Cl | / | i
77 | COc1ccc(-c2nnc(SCC(=O)N3CCCC3)o2)cc1 | 2 | i
78 | COc1cccc(/C=C2\C(=O)C(=O)c3ccccc32)c1 | / | ?
79 | N/C(=N\OC(=O)CSc1ccccc1)c1ccncc1 | / | ?
80 | CCc1nnc(NC(=O)Nc2ccccc2OC)s1 | / | ?
81 | c1ccc(-c2csc(Nc3ncccn3)n2)cc1 | 3 | 0%
82 | COCCn1c(C)cc(C(=O)CSc2nc3ccccc3c(=O)n2C(C)COC)c1C (configuration not stated) | / | ?
83 | COc1cc(NC(=O)c2onc(C)c2Cl)c(OC)cc1Cl | / | ?
84 | CC(=O)NN1C(=O)c2ccccc2NC1c1ccccn1 (configuration not stated) | -1 | -2%

# Compound profiles, as listed above:
# N/C(=N\OC(=O)CSc1ccccc1)c1ccncc1 in the list: S3 lipid droplet cell count max = /; S3 lipid droplet = ?
# COc1cccc(/C=C2\C(=O)C(=O)c3ccccc32)c1 in the list: S3 lipid droplet cell count max = /; S3 lipid droplet = ?
# COc1ccc(-c2nnc(SCC(=O)N3CCCC3)o2)cc1 in the list: S3 lipid droplet cell count max = 2; S3 lipid droplet = i

# The list continues.
cpd | structure | S3 lipid droplet cell count max | S3 lipid droplet
85 | CSCC[C@H](NC(=O)c1cccs1)C(=O)N1CCC2(CC1)NCCc1[nH]cnc12 | -2 | i
86 | O=CNC(Cc1ccccc1)C(=O)O (configuration not stated) | / | ?
87 | Cc1sc2nc(COC(=O)C(NC(=O)c3ccc(Cl)cc3Cl)C(C)C)[nH]c(=O)c2c1C (configuration not stated) | / | ?
88 | COc1ccccc1C(=O)Nc1sc2c(c1C(=O)NCc1ccco1)CCCC2 | / | ?
89 | CC(=O)Nc1ccc(N(C(=O)CNC(=O)c2ccco2)C(C(=O)NCc2ccco2)c2ccccc2)cc1 (configuration not stated) | / | ?
90 | Cc1sc(-c2ccccn2)nc1OC(=O)c1cccc(Cl)c1Cl | / | i
91 | CCCc1cc(=O)oc2cc(C)cc(OCC(=O)NCCN3CCOCC3)c12 | / | ?
92 | CCOc1cc(-c2noc(N)c2C#N)cc(OCC)c1OCC | -21 | -8%
93 | CCCNC(=O)C(Cc1ccc(OC)cc1)NC(=O)c1ccc(Cl)cc1 (configuration not stated) | / | ?
94 | O=[N+]([O-])c1ccccc1N/N=C/c1ccccc1 | -10 | i
95 | Cc1ccccc1NC(=O)CCCCCN1C(=O)[C@@H]2Cc3ccccc3CN2C1=O | 2 | i
96 | O=C(Nc1ccc(Cl)cc1)Nc1nnc(CSCc2ccccc2)s1 | 3 | 8%
97 | COc1ccc2cc3[n+](cc2c1OC)CCc1cc2c(cc1-3)OCO2 | / | ?
98 | O=Cc1c(OCc2ccccc2)ccc2ccccc12 | / | ?
99 | N#Cc1c(Nc2ccccc2)sc(C(=O)c2ccccc2)c1N | / | i
100 | COC(=O)c1cc(Br)ccc1-c1ccc(/C=N/n2nnnc2N)o1 | / | ?
101 | CCSc1nc2sc3c(c2c(=O)[nH]1)CC(C)(CC)OC3 (configuration not stated) | 11 | 20%
102 | O=C(N/N=C/c1ccc(N2CCOCC2)o1)c1cccc([N+](=O)[O-])c1 | 8 | 19%
103 | CCOC(=O)Cn1nc(C)n(-c2ccc(C(C)(C)C)cc2)c1=O | 0 | -8%
104 | CCCCN(C)CCn1c(=S)[nH]c2ncccc2c1=O | / | ?
105 | CCCCOc1ccc(C(=O)N2CCNC(=O)C2)cc1 | / | ?
106 | CCn1cc(NC(=O)Nc2ccc(OC)c(OC)c2)c(C(N)=O)n1 | 8 | -1%
107 | Cc1ccc(C(=O)CSc2nnc(Cn3nnc4ccccc43)n2C)cc1 | 0 | i
108 | CCNC(=S)N1CCN(C(=O)C(Cc2ccccc2)NC(C)=O)CC1 (configuration not stated) | 13 | 0%
109 | COc1ccc(N2CCN(CCS(=O)(=O)c3cc(Cl)ccc3Cl)CC2)cc1 | -11 | 10%
110 | O=C(Cc1ccccc1)Nc1nc(-c2cccs2)cs1 | -6 | 15%
111 | O=[N+]([O-])c1ccc(-c2ccc(/C=N/c3c(-c4ccco4)nc4ccccn34)o2)c(Cl)c1 | 17 | 12%
112 | CSc1nsc(SCC(=O)Nc2cccc(NC(C)=O)c2)n1 | / | ?
113 | Cc1cc(CNC(=O)CC2C(=O)NCCN2CC(C)(C)C)nn1C (configuration not stated) | 6 | -3%
114 | CCCOc1ccc(C(=O)CCC(=O)NNC(=O)c2cccs2)cc1 | / | ?
115 | CCS(=O)(=O)n1nc(-c2cccnc2)nc1NCc1ccc(F)cc1 | / | ?
116 | Cc1nnc(Nc2ccc(F)cc2)c2ccccc12 | 7 | 12%
117 | COC(=O)c1ccccc1NC(=O)CSc1nc(O)cc(=O)n1C1CCCC1 | 7 | 19%
118 | Cc1c(C(=O)N2CCN(CC(=O)Nc3ccccc3Cl)CC2)oc2ccc(Br)cc12 | / | ?
119 | O=C(Nc1ccc(F)cc1F)c1cc(-c2ccco2)nc2ccccc12 | / | ?
120 | CS(=O)(=O)c1ccc(Cl)c(NC(=O)COc2ccc3c(c2)CCC3)c1 | / | ?
121 | C/C(=N\Nc1nc(N2CCCCC2)nc(N2CCOCC2)n1)c1ccccc1O | -7 | 2%
122 | O=C(O)C(NS(=O)(=O)c1cccc2nsnc12)c1ccccc1 (configuration not stated) | / | ?
123 | O=C(NCc1csc2ccc(Cl)cc12)Nc1cccc2ccccc12 | / | ?
124 | COCCN(C(=O)CCCC(=O)Nc1ccccn1)C(C(=O)NC1CCCCC1)c1ccc(C)cc1 (configuration not stated) | 3 | 6%
125 | Cc1cccc(-c2cc3nc4c(c(N5CCCC(O)C5)n3n2)CCC4)c1 (configuration not stated) | / | ?
126 | COc1ccc(NS(=O)(=O)c2cccc(NC(=O)c3ccccn3)c2)cc1 | / | ?

# High-throughput results deposited in PubChem BioAssay by National Center for Advancing Translational Sciences (NCATS).
